Bioassay records from PubChem.
PKM2 act = increases activity of human pyruvate kinase M2; Potency, µM (series often up to 57.5 µM), without a hit: at the top dose activation, most hits filed as activators; P14618; purified PKM2, Kinase-Glo ATP luminescence, activation; response scale: 0% is enzyme alone, no compound; hit rate 0.34% among 260,000; note: potency is the fitted concentration of half-maximal effect; % is set by controls: 0 for no effect and ±100 for the full control effect; nearly all actives have a fitted effect of over 55% in size
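ATP formation by purified human PK-M2, quantified via coupled luciferase luminescence after 1 h at room temperature with 0.1 mM ADP and 0.5 mM PEP final.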
USP2a inh = blocks human ubiquitin-specific protease USP2a. hit rate 0.01% among 330,000. USP2 core, Ub-CHOP2 coupled fluorogenic reporter, 485/531. Potency, µM (series often up to 38.3 µM), for the others: at the highest dose activity change, negative = inhibition, most hits filed as inhibitors. AID 463254;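 note: potency is the fitted concentration of half-maximal effect; plate controls were DMSO wells for no effect and full inhibition by NEM control for full effect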
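Deubiquitinase activity read as fluorescence (485/531 nm) after Ub-CHOP2 cleavage activates the enterokinase reporter on its substrate; USP2 core 10nM, Ub-CHOP2 and substrate 25nM each, 30min compound preincubation then 60min RT; data normalized to NEM, curves fitted.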
GALK inhibitor = inhibitors of human galactokinase; P51570; Potency, µM (doses to about 57.5 µM), inactives show at the highest dose activity change, negative = inhibition, actives largely listed as inhibitors; hit rate 0.007% among 270,000; Purified GALK, Kinase-Glo residual ATP luminescence; note: potency is the fitted concentration of half-maximal effect; % is set by controls: 0 for no effect and ±100 for the full control effect
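Kinase-Glo Plus luminescence measured ATP left after a 1 h room-temperature reaction. The reaction used 5 nM GALK, 100 uM galactose and 35 uM ATP at pH 8.0 (20 mM HEPES, 5 mM MgCl2, 60 mM NaCl, 1 mM DTT, 0.01% BSA).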
KCNH2 3.1 block = inhibitors of human KCNH2 3.1 potassium channel isoform; U2OS KCNH2 3.1, thallium flux FluxOr; stronger effect = lower value; activity change, % (tested at about 1.8 µM); hit rate 0.95% among 340,000; AID 720553;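 active = maximum activity change below -70%; inconclusive = maximum activity change from -70% to -50%; inactive = maximum activity change above -50%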;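 note: thallium influx rate constant from kinetic fluorescence after stimulation buffer; % is set by controls: 0 for no effect and ±100 for the full control effect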
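Virally transduced U2OS (3.1 isoform, 4 h infection in dark at RT) → overnight 37 C → FluxOr + Red40 in HBSS/HEPES, 45 min → stimulation buffer, 2 min kinetic read → rate constant vs DMSO controls.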
B2AR arrestin = beta2AR (human) beta-arrestin recruitment activity. AID 492947. P07550. hit rate 0.02% among 330,000. Potency, µM (titrated, usually from 46.1 µM), for the others: top-dose activation, hits mostly activators. beta-arrestin recruitment to beta2AR, cell-based reporter;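 note: potency is the fitted concentration of half-maximal effect; 0% = DMSO controls and full agonism = EC100 isoproterenol or metaproterenol; nearly all actives have a fitted effect of over 65% in size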
hERG WT inh = inhibitors of human wildtype KCNH2 potassium channel | AID 720551 | Q12809 | U2OS, BacMam KCNH2, thallium flux FluxOr; stronger effect = lower value | activity change, % at 1.84 µM | hit rate 0.37% among 340,000;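 active = maximum activity change below -70%; inconclusive = maximum activity change between -70% and -50%; inactive = maximum activity change above -50%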; note: % is set by controls: 0 for no effect and ±100 for the full control effect
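U2OS cells were transduced with wild-type KCNH2 virus (2.03 x 10^8 / mL) for 4 h at room temperature, then cultured overnight at 37 C. Thallium flux was read with FluxOr dye. Rate constants were normalized to DMSO controls.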
Coupling enz = coupling enzyme interference in Giardia aldolase counter-screen | coupling enzyme system counterscreen, AmpLite Red fluorescence | AID 2472 | hit rate 0.67% among 290,000 | activity change, negative = inhibition, % at 58.2 µM, hits read low; in the data active = activity change below about -30%; note: % is set by controls: 0 for no effect and ±100 for the full control effect
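Counterscreen of the coupled detection system alone, without aldolase: glyceraldehyde-3-phosphate coupling enzymes plus AmpLite Red readout. Compounds at 57.5 uM final, 10 min RT preincubation, 20 min RT reaction, fluorescence 525/598 nm.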
Giardia killer = kills Giardia lamblia | Giardia lamblia trophozoite viability | activity change, % at 7.66 µM, hits read low | hit rate 0.15% among 340,000 | AID 540267; in the data active = activity change below about -80%; inconclusive = between about -30% and that limit;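 note: parasites exposed to compound for two days anaerobically before the ATP read; % is set by controls: 0 for no effect and ±100 for the full control effect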
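Viability, read as ATP luminescence: trophozoites at 100 cells/well, compound added, 48 hrs anaerobic at 37 deg C, then 15-30 min room-temperature development before reading.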
MLL CXXC-DNA inh = blocks binding of human MLL CXXC domain to DNA; hit rate 0.037% among 290,000; Potency, µM (top dose mostly 115 µM), without a hit: at the top dose activity change, negative = inhibition, hits mostly inhibitors; Q03164; MLL-CXXC / FITC-HOXA9 DNA fluorescence polarization; active = well fitted inhibition curve with a large enough effect in the polarisation, with a control signal flat, not every such curve was filed as active; inconclusive = small, poorly fitted or top-dose-only effect, or effect the other way, or a change in a side signal; inactive = no such curve, though single readings can be large or run the other way; the % refers to the polarisation; note: potency is the fitted concentration of half-maximal effect
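Purified MLL-CXXC (added from a 7 uM solution) was preincubated 5 min at ambient with pinned compounds in 50 mM Tris-HCl pH 7.5, 50 mM NaCl, 1 mM DTT, 0.05% BSA. Fluorescein-labeled HOX-A9 DNA (50 nM solution) followed, 30 min, then polarization read.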
Menin-MLL TR inh = menin-MLL binding inhibition, Texas Red mutant peptide; hit rate 0.23% among 270,000; AID 1768; Potency, µM (doses to about 61.6 µM), inactives show at the highest dose FP activity change, negative = inhibition, actives largely listed as inhibitors; Menin + Texas Red MLL mutant peptide, fluorescence polarization; active = well fitted inhibition curve with a large enough effect in the polarisation, with a control signal flat, not every such curve was filed as active; inconclusive = small, poorly fitted or top-dose-only effect, or effect the other way, or a change in a side signal; inactive = no such curve, though single readings can be large or run the other way; the % refers to the polarisation; note: potency is the fitted concentration of half-maximal effect; % of control where 0% means no effect; many of its hits are not listed in these tables
TRPV1 agonist = human TRPV1 agonism; Q8NER1; TRPV1-expressing cells, Fluo-8 calcium influx, agonist mode; activation, % at 8.33 µM; hit rate 0.19% among 320,000; AID 540275; in the data active = activation above about 80%; inconclusive = between about 30% and that limit; note: 0% is about no effect
Target sequence (Q8NER1 whole entry, looked up): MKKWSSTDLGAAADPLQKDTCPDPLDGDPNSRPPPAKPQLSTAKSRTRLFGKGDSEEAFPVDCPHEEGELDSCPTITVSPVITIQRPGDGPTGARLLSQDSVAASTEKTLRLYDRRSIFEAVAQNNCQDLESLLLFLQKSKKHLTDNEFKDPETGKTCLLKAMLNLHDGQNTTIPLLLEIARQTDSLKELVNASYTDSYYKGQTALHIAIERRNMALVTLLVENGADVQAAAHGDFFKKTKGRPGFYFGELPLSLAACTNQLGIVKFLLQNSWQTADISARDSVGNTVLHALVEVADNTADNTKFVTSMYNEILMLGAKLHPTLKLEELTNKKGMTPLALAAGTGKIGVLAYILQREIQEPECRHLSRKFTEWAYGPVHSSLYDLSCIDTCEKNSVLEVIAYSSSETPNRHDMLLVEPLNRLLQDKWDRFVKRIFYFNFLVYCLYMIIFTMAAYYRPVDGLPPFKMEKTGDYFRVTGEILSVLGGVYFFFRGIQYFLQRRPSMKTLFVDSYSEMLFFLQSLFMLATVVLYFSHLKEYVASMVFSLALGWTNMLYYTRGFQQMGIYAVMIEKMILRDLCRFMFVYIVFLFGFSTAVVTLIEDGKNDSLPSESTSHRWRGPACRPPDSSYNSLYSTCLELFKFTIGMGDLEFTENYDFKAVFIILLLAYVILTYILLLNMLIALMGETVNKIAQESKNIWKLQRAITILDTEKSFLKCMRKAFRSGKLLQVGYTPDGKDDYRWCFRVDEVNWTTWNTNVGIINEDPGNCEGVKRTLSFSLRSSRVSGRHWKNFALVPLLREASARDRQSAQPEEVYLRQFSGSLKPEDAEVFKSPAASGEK
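Fluo-8 calcium influx in TRPV1-expressing cells, kinetic read (ex 480/em 520 nm). Compound added and read 3 min for agonist activity, followed by capsaicin at EC20 final and 2 min further read for enhancement.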
Numbers without * were called inactive; ? = inconclusive; . = not tested or not shown; & = joins results of further samples; [ ] = another dose, or the depositor's remark. Unless noted, calls come from the whole dose curve; as a rule, active = well fitted curve in the direction sought with a large enough effect; inconclusive = small, poorly fitted or top-dose-only effect, or another doubt; inactive = no such curve, though single readings can be large; an effect the other way counts as inactive or inconclusive. These rows are one share of the data (hit frequency here may not be typical).

Structure	B2AR arrestin	PKM2 act	MLL CXXC-DNA inh	KCNH2 3.1 block	GALK inhibitor	USP2a inh	hERG WT inh	Menin-MLL TR inh	Coupling enz	Giardia killer	TRPV1 agonist
CCC(C)(C)NC(=O)Cc1ccc(F)cc1	-0.2%	-13%	1%	-15	0%	5%	-11	4%	1	-16	29
O=C(/C=C/Nc1ccc(F)c(Cl)c1)c1ccccc1	0.2%	-2%	0%	8	0%	-1%	-4	6%	-4	14	?
CCOC(=O)c1cc(OC(=O)c2ccccc2)n(-c2ccccc2)n1	0.3%	5%	213%[activator]	8	1%	4%	-2	2%	1	6	-2
COC(=O)CN1C(=O)COc2ccc(S(=O)(=O)N3CCOCC3)cc21	-0.6%	.	-2%	6	-4%	-3%	-4	.	.	6	-2
O=C(CSc1nc(-c2ccccc2)c(-c2ccccc2)o1)Nc1nnc(-c2ccccc2)s1	-0.1%	-3%	11%	-6	-1%	4%	-3	?	9	7	1
O=C(Nc1ccc(N2CCN(C(=O)c3ccco3)CC2)cc1)c1ccc(F)cc1	-0.2%	1%	1%	-2	9%	5%	-1	-1%	3	0	0
Cn1c(N2CCN(S(=O)(=O)c3ccc(F)cc3)CC2)nc2ccccc21	-0.3%	-7%	9%	-7	5%	0%	6	-5%	5	2	-1
COCC(C)n1c(SCc2ccc(OC)c(F)c2)nc2ccccc2c1=O (stereo unspecified)	0.2%	3%	10%	-24	1%	1%	10	-21%	2	4	29
COC(=O)C1=C(N)Oc2cc(C)n(Cc3cccnc3)c(=O)c2C1c1ccc(OC)c(OC)c1OC (stereo unspecified)	0.5%	-17%	-6%	9	-5%	1%	-5	10%	4	7	-1
O=C(CCNC(=O)c1ccccc1)NCCCc1ccccc1	0.5%	.	.	5	.	0%	9	.	.	0	1
O=C(COC(=O)c1ccc[nH]c1=O)NCCc1ccc(Cl)cc1Cl	-0.8%	3%	-7%	-3	-2%	3%	2	.	3	8	-7
COc1ccc(NC(=O)C(=O)NCCN2CCN(C(=O)c3ccc(C)cc3)CC2)cc1	0.2%	.	-4%	-8	-2%	1%	51	0%	0	8	-1
O=C(CN1CCN(c2ccccc2F)CC1)c1ccc(O)cc1O	-0.1%	11%[0.46 µM]	15%	3	0%	1%	7	11%	7	9	-2
CCn1cc(CN2CCC(n3nccc3NC(=O)c3ccccc3C)CC2)c(C)n1	-0.6%	.	-14%	-18	0%	6%	32	.	.	5	1
CCCc1nnc(NC(=O)C23CC4CC(CC(C4)C2)C3)s1	-0.3%	.	1%	14	.	1%	1	?	2	-20	3
CCCC(=O)Nc1c(O)c2ccccc2[nH]c1=O	0.0%	-3%	-7%	8	5%	1%	-5	10%	5	-5	2
Cc1onc(-c2c(Cl)cccc2Cl)c1C(O)c1ccc(F)cc1 (stereo unspecified)	-1.1%	.	-2%	-1	1%	1%	6	20%	-3	-11	2
O=c1[nH]c(=O)n(-c2ccc(F)cc2)c2c1C(C(F)(F)F)(C(F)(F)F)N=C(c1ccc(F)cc1)N2	-1.7%	1%	-10%	16	0%	-1%	-3	3%	3	-9	-3
COc1cc(/C=N/NC(=O)c2nnn(-c3nonc3N)c2C(C)C)ccc1OCc1ccccc1	0.1%	.	15%	0	6%	-9%	-1	.	.	-7	-11
O=C(O)c1cccc2c1C(=O)N(Cc1ccccc1)C2	-0.3%	9%	-6%	22	5%	2%	6	-14%	3	-18	4
CCCCN(C)C(=O)c1nc2ccccn2c1CNCCCn1ncc2ccccc21	-0.4%	0%	-12%	0	-1%	0%	22	.	2	18	0
CC(=O)c1c(C)[nH]c(C(=O)OCC(=O)N2CCN(S(=O)(=O)c3ccc(C)cc3)CC2)c1C	0.1%	.	.	10	.	0%	-13	.	.	-6	3
O=C(CN1CCCCC1)Nc1cccc(Cl)c1	-1.1%	2%	6%	-5	1%	-1%	8	10%	1	-27	7
Cc1nn(CC(O)COc2ccc3c(c2)CCC3)c(C)c1C (stereo unspecified)	0.4%	-3%	-5%	-10	0%	1%	-2	-16%	0	-1	0
CCn1cc(C(=O)Nc2ccc(OC)c(OC)c2)c2cc(OC)c(OC)cc2c1=O	0.0%	1%	13%	-5	-1%	0%	0	7%	0	3	-1
CC(=O)c1cccc(NC(=O)N2CCCC2C(=O)NCc2ccccc2)c1 (stereo unspecified)	0.0%	4%	6%	-38	0%	2%	10	-14%	3	8	-2
CCN(c1ccc(NC(=O)COC(=O)c2ccc(C)c(S(=O)(=O)N3CCOCC3)c2)cc1)C(C)C	.	?	1%	12	0%	.	0	?	-8	-10	3
COC(=O)c1cn(CCC#N)nc1-c1ccc2ccccc2c1	6.8%	2%	-3%	-5	-3%	1%	-1	17%	2	8	10
CC(C)CC(=O)N1CCC(O)(CS(=O)(=O)Cc2ccc(Cl)cc2)CC1	-0.4%	-12%	1%	-15	0%	0%	3	-11%	-3	5	11
COc1ccc(CN(C)c2nc(-c3cccnc3)nc3ccccc23)cc1OC	0.1%	-1%	-11%	.	0%	1%	.	-6%	0	.	1
Cc1ccc(NC(=O)CN(C)CC(=O)Nc2ccccc2Oc2ccccc2)cc1	-1.0%	2%	-8%	9	-3%	0%	-1	-1%	0	-4	17
COc1cccc(-c2cc(=O)c3cc(NC(=O)c4ccc(N(C)C)cc4)ccc3[nH]2)c1	-0.4%	-4%	27%	-2	.	-2%	-7	36%[activator]	-1&1	10	-4
O=C(NC1C(=O)NNC1c1ccc(Cl)cc1)c1ccc(F)cc1 (stereo unspecified)	-0.3%	2%	3%	-20	2%	-11%	.	9%	1	11	17
CCCSc1nnc(NC(=O)Nc2ccccc2)s1	-0.4%	8%	6%	2	0%	5%	5	8%	7	-7	11
COc1ccc(NC(=O)c2ccco2)cc1NC(=O)c1ccc(Br)o1	0.1%	-1%	5%	0	0%	2%	6	37%[activator]	6	15	-7
CCc1c(C)[nH]n(-c2nc(-c3ccccc3)cs2)c1=O	0.0%	-8%	6%	-9	0%	4%	1	-4%	-3	3	3
COc1ccc(OC)c(C(=O)COC(=O)CNC(=O)c2ccccc2)c1	4.3%	1%	4%	-10	-7%	0%	3	7%	1	15	-4
NC(=O)C1CCCN(S(=O)(=O)c2ccccc2)C1 (stereo unspecified)	-1.5%	-4%	1%	13	0%	2%	5	-1%	0	29	-3
Cc1noc(C)c1C(=O)Nc1cccc2ncccc12	-0.1%	-13%	6%	-41	-1%	2%	18	-2%	1	12	0
CCOC(=O)C/C(C)=N\Nc1nc(-c2ccccc2)cs1	-0.4%	-9%	2%	9	0%	1%	3	?	0	-22	-8
Cc1cccc(Nc2c3c(nc4ccccc24)CCC3)c1	0.0%	-1%	12%	-34	1%	-1%	20	.	0	3	.
CCC(C)(C)n1nnnc1C(c1cc2cc(OC)c(OC)cc2[nH]c1=O)N1CCc2ccccc21 (stereo unspecified)	-0.4%	-7%	-2%	-17	0%	-1%	-12	5%	2	-9	4
Cc1ccc(S(=O)(=O)NC(=O)c2ccc(F)cc2)c(C)c1	-0.7%	-5%	4%	1	-2%	-1%	-5	19%	11	15	0
CCCCNC(=O)CCNS(=O)(=O)c1ccc(C)cc1	-0.5%	3%	2%	23	1%	0%	2	1%	4	-7	-3
O=C1c2ccccc2C(O)(Cc2ccccc2)N1CCCN1CCOCC1 (stereo unspecified)	-0.3%	-1%	1%	-8	0%	3%	-1	-5%	-2	-2	-7
S=C(Nc1ccccc1)Nc1ccc(Br)cn1	0.1%	0%	-1%	13	-4%	4%	-2	-18%	6	-2	0
CCN(Cc1ccccc1)S(=O)(=O)c1cc(C(=O)NC2CCCCCC2)ccc1OC	-0.7%	-3%	17%	-39	-2%	1%	-2	10%	0	-4	5
CC(=O)Nc1ccc(NC(=O)c2ccccc2N(C)S(=O)(=O)c2ccccc2)cc1	-0.1%	-2%	-4%	6	3%	-2%	0	-4%	1	-8	0
O=C(O)CC(NS(=O)(=O)c1c(F)cc(F)cc1Br)c1ccccc1Cl (stereo unspecified)	0.0%	18%	-5%	4	12%	2%	-2	-1%	4	-13	-2
CC(=O)NC(=S)NNC(=O)c1ccc(Br)cc1	-1.0%	0%	6%	4	0%	9%	8	-18%	-1	-6	-3
